# TRPC4 potent: TRPC4 (mouse) allosteric potentiation. B-score at 10 µM. AID 2227. Q9QUQ5. HEK293 TRPC4beta/mu-opioid, DAMGO EC20, Fluo-4 Ca2+ flux; active compounds read high. hit rate 0.42% among 310,000;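 active = B-score of calcium response area above 5 SD of library B-scores, with initial fluorescence ratio within 5 SD of library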;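 also: B-score of integrated fluorescence ratio over time as area under calcium response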
# Platelet DG rel: platelet dense granule release activity. AID 1663. hit rate 0.22% among 300,000. inhibition, %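 (compounds screened at 7.5 µM in platelet-rich plasma)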. human platelet-rich plasma, SFLLRN dense granule ATP release, luminescence;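 active = mean replicate score, as percent of positive control, at or above 50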
# DYRK1A inh: blocks rat Dyrk1A kinase activity; Q63470; ADP-Glo luminescence, NFATc1 peptide; inhibition, % at 12.5 µM; hit rate 0.43% among 310,000; AID 504441; in the data active = inhibition above about 50%;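 also: plate controls were vehicle with enzyme for no effect and no enzyme for full effect; many of its hits are not listed in these tables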
# PolyA inhibitor: inhibitors of polyadenylation in S. cerevisiae | S. cerevisiae SKY197-pL101 polyadenylation reporter, beta-gal luminescence; efflux-impaired pdr1/pdr3 knockout yeast; score 100 = 6 SD above DMSO | calls only at 12 µM | hit rate 0.02% among 300,000;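 active = lowest replicate activity score at least 50, where 100 means six control SD above control mean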;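 also: yeast exposed to compound for 9 h at 30 °C; higher score means more reporter readthrough which indicates perturbed polyadenylation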
# KCNK9 block: blocks the human KCNK9 two-pore domain potassium channel. hit rate 1.2% among 310,000. HEK293 KCNK9, FluxOR thallium flux fluorescence; active compounds read low. Q9NPC2. AID 488922. B-score at 10 µM;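 active = ratio B-score over 3 SD below the library mean, with starting fluorescence within 5 SD of its mean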;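 also: negative B-score means less thallium flux so channel inhibition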
# Target sequence (Q9NPC2 whole entry, looked up, the tested form may be a part): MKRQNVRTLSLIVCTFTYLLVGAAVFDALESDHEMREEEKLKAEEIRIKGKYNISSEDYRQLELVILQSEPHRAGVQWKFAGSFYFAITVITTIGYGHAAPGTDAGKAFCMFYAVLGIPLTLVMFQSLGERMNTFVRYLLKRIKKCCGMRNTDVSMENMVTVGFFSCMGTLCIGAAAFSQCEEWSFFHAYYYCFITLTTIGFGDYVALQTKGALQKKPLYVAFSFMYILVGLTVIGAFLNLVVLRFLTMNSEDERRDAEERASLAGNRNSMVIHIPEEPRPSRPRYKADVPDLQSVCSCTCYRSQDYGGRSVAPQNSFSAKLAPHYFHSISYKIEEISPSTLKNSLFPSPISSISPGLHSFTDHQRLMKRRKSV
# TRPC4 agonist: opens the mouse TRPC4 cation channel; hit rate 0.49% among 310,000; B-score at 10 µM; HEK293 TRPC4beta/mu-opioid, Fluo4 calcium fluorescence; active compounds read high;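 active = B-score above 5 SD of library B-scores, and initial fluorescence ratio not above library mean plus 5 SD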;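 also: positive B-score marks a calcium rise read as TRPC4 activation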
#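 Assay system: HEK293 stable line with TRPC4beta plus mu-opioid receptor; schedule: 45 min room-temperature Fluo4 loading, 110 s read; technique: kinetic Fluo4 calcium fluorescence; evaluation: integrated baseline-normalised fluorescence ratio, converted to per-well B score; controls: buffer (low) and maximal DAMGO (high)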
# KCNQ1 inh: inhibitors of human KCNQ1 potassium channel | CHO-K1 KCNQ1, FluxOR thallium flux fluorescence; active compounds read high | B-score at 10 µM | hit rate 1.3% among 310,000;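 active = compounds whose thallium flux B-score, printed positive for inhibition, exceeds three library SD while starting fluorescence stays within three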;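 also: channel opened by potassium depolarization with thallium stimulus after 20 min compound exposure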
# Target sequence (P51787 whole entry, looked up): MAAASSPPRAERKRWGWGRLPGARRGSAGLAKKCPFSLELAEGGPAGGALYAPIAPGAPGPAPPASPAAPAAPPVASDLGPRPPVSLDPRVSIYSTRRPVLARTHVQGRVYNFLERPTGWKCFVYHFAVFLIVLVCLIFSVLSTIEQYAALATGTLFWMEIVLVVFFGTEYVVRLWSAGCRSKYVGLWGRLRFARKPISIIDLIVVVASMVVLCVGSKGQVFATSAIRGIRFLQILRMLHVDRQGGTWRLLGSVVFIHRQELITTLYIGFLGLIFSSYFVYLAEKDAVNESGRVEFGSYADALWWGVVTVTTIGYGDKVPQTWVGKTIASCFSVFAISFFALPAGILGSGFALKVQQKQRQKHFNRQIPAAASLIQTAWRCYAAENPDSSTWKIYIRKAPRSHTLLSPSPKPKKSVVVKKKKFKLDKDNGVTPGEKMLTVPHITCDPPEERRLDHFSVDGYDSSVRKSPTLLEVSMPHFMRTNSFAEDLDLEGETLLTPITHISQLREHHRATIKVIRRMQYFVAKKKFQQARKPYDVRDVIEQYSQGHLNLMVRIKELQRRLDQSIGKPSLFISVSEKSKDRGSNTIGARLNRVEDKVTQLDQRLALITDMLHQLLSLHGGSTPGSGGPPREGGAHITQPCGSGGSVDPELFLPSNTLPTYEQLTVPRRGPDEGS
# KCNQ1 pot: potentiators or activators of human KCNQ1 potassium channel; P51787; CHO-K1 KCNQ1, thallium flux FluxOR fluorescence; active compounds read high; B-score at 10 µM; hit rate 0.35% among 310,000; AID 2648;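 active = fluorescence ratio B-score, a plate-corrected score, at least three library SD, with initial intensity B-score within 5 SD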
#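 System: CHO-K1 cells stably expressing KCNQ1 / Medium: assay buffer for compound exposure, DMSO matched across wells / Reagent: thallium- and potassium-containing depolarizing buffer / Compound: one concentration, matched DMSO / Incubation: 20 min compound pretreatment at room temperature / Measured by: kinetic FluxOR fluorescence, 10 s baseline plus 110 s post-stimulus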
# TRPC4 inh: TRPC4 (mouse) channel inhibition; Q9QUQ5; HEK293 TRPC4beta/mu-opioid, DAMGO-evoked Fluo4 calcium flux; active compounds read low; B-score at 10 µM; hit rate 0.39% among 300,000;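 active = B-score over 3 SD under the library average, no early fluorescence shift, positive overall ratio signal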
#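 Assay system: TRPC4beta/mu-opioid receptor HEK293 cell line; compound dosing: single concentration per test compound; detection: Fluo4 Ca2+ flux fluorescence; evaluation: per-well B score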
# hERG rescue: hERG (human) protection from proarrhythmic block | activation (rescue from dofetilide block), less the hit threshold, % at 10 µM | hit rate 0.51% among 310,000 | AID 1511 | Q12809 | CHO-hERG, FluxOR thallium flux, dofetilide IC70 present;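 active = activation above the mean of controls blocked by dofetilide plus 5 SD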;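 also: thallium influx through hERG after potassium depolarization seen as dye fluorescence rise; in these data hits start at about 4.7%; inactives centre near -7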
# KCNK3 inh: human KCNK3 channel inhibition, primary screen | O14649 | CHO-KCNK3 thallium flux, FluxOR fluorescence; active compounds read low | B-score at 10 µM | hit rate 0.84% among 340,000;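 active = B-score under library mean minus 4 SD, starting fluorescence ratio at most library mean plus 5 SD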;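 also: more negative B-score means stronger inhibition of thallium flux through KCNK3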
# An asterisk follows results filed as active; i = inactive; x = not tested or not shown. An excerpt, so the mix of outcomes need not match the whole.
cpd	molecule	TRPC4 potent	Platelet DG rel	DYRK1A inh	PolyA inhibitor	KCNK9 block	TRPC4 agonist	KCNQ1 inh	KCNQ1 pot	TRPC4 inh	hERG rescue	KCNK3 inh
1	CS(=O)(=O)Nc1ccccc1NS(C)(=O)=O	i	-3	x	i	i	i	i	i	i	-2	i
2	COc1ccc(Sc2cc(C(F)(F)F)nc(-c3ccccn3)n2)cc1	i	-7	1	i	i	i	i	i	i	-15	i
3	CCCCOc1ccc(C(=O)NC(=S)Nc2ccc(CN3CCOCC3)cc2)cc1	i	-10	2	i	i	i	i	i	i	-9	i
4	Cc1cc(C)n2nc(C(=O)N/N=C/c3cn(C)nc3C)nc2n1	i	-2	0	i	i	i	i	i	i	-5	i
5	COc1ccccc1N1CCN(Cc2cccs2)CC1	i	-1	5	i	i	i	i	i	i	-10	i
6	Cc1cc(C)cc(N(CC(=O)Nc2ccc(-c3nc4ccc(C)cc4s3)cc2)S(C)(=O)=O)c1	i	-3	-1	i	i	i	i	i	i	-9	i
7	COc1cc(OC)cc(C(=O)Nc2c(F)cccc2F)c1	i	-1	1	i	i	i	i	i	i	-14	i
8	CCc1c(C(=O)N2CCN(c3ccccc3F)CC2)[nH]c(C)c1C(C)=O	i	-5	-3	i	i	i	i	i	i	-9	i
9	N/C(Cc1ccc(Cl)cc1)=N\OC(=O)Cc1ccc([N+](=O)[O-])cc1	i	5	-4	i	i	i	i	i	i	-4	i
10	CCCN1CCC(=NNc2ccc(S(=O)(=O)N(CC)CC)cc2[N+](=O)[O-])CC1	i	25	x	i	i	i	i	i	i	-19	i
11	C=CCNC(=O)CC1Nc2c3ccccc3nc(=S)n2C1=O (centres undefined)	i	3	2	i	i	i	i	i	i	-7	i
12	Cc1ccc(N2C(=O)CC(NNc3nc4ccccc4s3)C2=O)cc1C (centres undefined)	i	-1	-1	i	i	i	i	i	i	-7	i
13	CCn1c(SCC(=O)Nc2ccccc2F)nnc1-c1cnccn1	i	-2	-2	i	i	i	i	i	i	-5	i
14	Cc1cc(-c2ccc(C)c(S(=O)(=O)N3CC(=O)Nc4ccccc43)c2)on1	i	4	-3	i	i	i	i	i	i	-7	i
15	Cc1c(/C=N/NC(=O)c2ccc3c(c2)OCO3)cnn1C	i	0	3	i	i	i	i	i	i	0	i
16	C=CCn1c2c(c(=O)[nH]c1=S)CN(C(C)c1ccccc1)CN2 (centres undefined)	i	0	0	i	i	i	i	i	i	-8	i
17	CC(=O)c1csc(COc2cc(Cl)cc(Cl)c2)n1	i	-10	-21	i	i	i	i	i	i	-5	i
18	COc1ccc(-c2[nH]ncc2CN2CCCC(C(=O)c3cccc(OC)c3)C2)cc1 (centres undefined)	i	7	0	i	i	i	i	i	i	2	i
19	COc1ccc(CN2CCC(Oc3ccc(C(=O)N4CCCC4)cc3)CC2)c(F)c1	i	3	-3	i	i	i	i	i	i	-6	i
20	O=C1c2ccccc2C(=O)N1c1ccc(S(=O)(=O)N2CCCCC2)cc1	i	-8	x	i	i	i	i	i	i	-10	i
21	CC(C)Oc1ccccc1/C=N/NC(=O)C1CCCC1	i	-1	7	i	i	i	i	i	i	-10	i
22	CC(C)c1ccc(N2C(=O)C(Cl)=C(N3CCOCC3)C2=O)cc1	i	-1	4	i	i	i	i	i	i	-3	i
23	O=C(COC(=O)c1ccc(Cl)s1)c1ccc[nH]1	i	-27	3	i	i	i	i	i	i	-11	i
24	Cc1cc(=O)oc2cc(NC(=O)Cc3ccccc3[N+](=O)[O-])ccc12	i	-3	x	i	i	i	i	i	i	-7	i
25	COc1ccccc1NC(=O)c1ccc(NC(=O)COC(=O)C(C)C)cc1	i	6	-1	i	i	i	i	i	i	-7	i
26	COC(=O)Nc1cc(C(=O)c2ccc(Cl)cc2Cl)c[nH]1	i	-1	0	i	i	i	i	i	i	-5	i
27	Fc1ccccc1CN1CCN(c2ncccn2)CC1	i	3	2	i	i	i	i	i	i	-3	i
28	Cc1ccc(NC(=O)N2CCC(C(=O)NCc3ccc(F)cc3)CC2)cc1	i	2	-3	i	i	i	i	i	i	1	i
29	COCC(=O)Nc1cccc2ccccc12	i	1	-3	i	i	i	i	i	i	-3	i
30	COc1ccccc1-c1nnc(NC(=O)Cc2ccccc2)o1	i	25	-6	i	i	i	i	i	i	-4	i
31	Cc1ccccc1-n1c(SCC(=O)N2CCOCC2)nc(O)c(Cc2ccccc2)c1=O	i	-20	x	i	i	i	i	i	i	-6	i
32	O=C(O)c1cccc(C(=O)Cc2ccccc2)c1	i	9	13	i	i	i	i	i	i	-5	i
33	Cc1cccc(OCCC(=O)Nc2ccc(Cl)cc2F)c1	i	-13	x	x	i	i	i	i	i	-10	i
34	CC(C)(O)C#Cc1ccc(C(=O)NCc2ccccc2F)cc1	i	14	-9	i	i	i	i	i	i	-12	i
35	COc1ccccc1CNC(=O)C1CC(c2c(Cl)cccc2Cl)=NO1 (centres undefined)	i	0	-2	i	i	i	i	i	i	-11	i
36	CC1(OC(=O)C2CCCC2)C(=O)C=C2C=C(c3ccsc3)OC=C2C1=O (centres undefined)	i	-2	1	i	i	i	i	i	i	-8	i
37	CC(C)c1ccc(NC2CCCN(C(=O)CCN3CCOCC3)C2)cc1 (centres undefined)	i	8	-5	i	i	i	i	i	i	-4	i
38	CCNS(=O)(=O)c1ccc2nc(NC(=O)c3cccnc3)sc2c1	i	-7	x	i	i	i	i	i	i	-13	i
39	Cc1ccc(N2CC(C(=O)Nc3ccc(N4CCOCC4)cc3)CC2=O)cc1C (centres undefined)	i	-17	5	i	i	i	i	i	i	-9	i
40	O=C(NC(=S)Nc1ccc(C(=O)N2CCOCC2)cc1)c1ccc([N+](=O)[O-])cc1	i	6	6	i	i	i	i	i	i	-6	i
41	Cc1ccnc(N2CCC(C(=O)NNC(=O)c3ccncc3)CC2)n1	i	-4	-1	i	i	i	i	i	i	-6	i
42	COc1ccc(/C=C2/CC/C(=C\c3ccc(OC)c(OC)c3OC)C2=O)c(OC)c1OC	i	5	-4	i	i	i	i	i	i	-8	i
43	CC(C)CNC(=O)C(=O)Nc1cc2c3c(c1)CCC(=O)N3CCC2	i	-23	8	i	i	i	i	i	i	-8	i
44	C=C1C[C@H]2[C@@H]3C=C(C)C4=CC(=O)CC[C@]4(C)[C@H]3CC[C@]2(C)[C@@]1(OC(C)=O)C(C)=O	i	-3	0	i	i	i	i	i	i	-2	i
45	CCN(CC)CCNC(=O)CCc1n[nH]c(=O)c2ccccc12	i	-1	1	i	i	i	i	i	i	-3	i
46	CN(C1CCCCC1)S(=O)(=O)c1ccc(C(=O)O)cc1	i	-15	0	i	i	i	i	i	x	-4	i
47	CCSc1nnc(NC(=O)COc2ccccc2)s1	i	1	-7	i	i	i	i	i	i	-4	i
48	CCc1ccccc1NC1=NCC(=O)N1Cc1ccc(OC)cc1	i	3	0	i	i	i	i	i	i	1	i
49	CCOc1ccc(C2N(c3cc(Cl)ccc3OC)C(=O)C3CCCN32)cc1OC (centres undefined)	i	2	5	i	i	i	i	i	i	-7	i
50	COc1cc(/C=C/c2nc3ccccc3c(=O)[nH]2)ccc1OC(F)F	i	12	3	i	i	i	i	i	i	-6	i

# New compounds follow.
cpd	molecule	TRPC4 potent	Platelet DG rel	DYRK1A inh	PolyA inhibitor	KCNK9 block	TRPC4 agonist	KCNQ1 inh	KCNQ1 pot	TRPC4 inh	hERG rescue	KCNK3 inh
51	CC1(C)CSC(=S)N1S(=O)(=O)c1ccccc1	i	0	1	i	i	i	i	i	i	-5	i
52	O=C(c1cccnc1Nc1ccc2c(c1)CCC2)N1CCOCC1	i	1	1	i	i	i	i	i	i	-8	i
53	CC/C(O)=C1\C(=O)CC(c2ccccc2)CC1=NCCc1c(C)[nH]c2ccc(C)cc12 (centres undefined)	i	-2	0	i	i	i	i	i	i	-13	i
54	CCOC(=O)/C(C#N)=C/c1c(Oc2cc(C)cc(C)c2)nc2ccccn2c1=O	i	4	-1	i	i	i	i	i	i	-7	i
55	C=C(C)CCC(C)N1CCC(n2nccc2NC(=O)CCOc2ccccc2)CC1 (centres undefined)	i	1	1	i	i	i	i	i	i	-7	i
56	COc1ccccc1/C=C/C=N/NC(=O)c1cc(-c2ccc(C)o2)[nH]n1	i	-3	x	i	i	i	i	i	i	-3	i
57	COc1cccc(/C=C2\SC(N)=NC2=O)c1OS(=O)(=O)c1ccccc1	i	7	-2	i	i	i	i	i	i	-9	i
58	CC(C)(C)c1ccc(C(CC(=O)O)NC(=O)c2ccccc2F)cc1 (centres undefined)	i	11	-2	i	i	i	i	i	i	-7	i
59	Cc1ccc2oc(=O)c3cnn(CC(=O)NC4CCC(C)CC4)c3c2c1 (centres undefined)	i	0	1	i	i	i	i	i	i	-8	i
60	CCOc1ccc(NC(=O)Cn2nnc(C(=O)NCc3cccs3)c2N)cc1	i	5	2	i	i	i	i	i	i	-5	i
61	COC(=O)CN1C(C)=Nc2ccc(Br)cc2C1c1ccccc1 (centres undefined)	i	-14	6	i	i	i	i	i	i	-2	i
62	COCCNC(=S)NNC(=O)c1ccc(-n2cnnn2)cc1	i	0	-2	i	i	i	i	i	i	-7	i
63	O=C1CCCC2=C1C1c3ccccc3C(=O)N1c1ccc(C(=O)c3ccccc3)cc1N2 (centres undefined)	i	5	14	i	i	i	i	i	i	-2	i
64	COC(=O)[C@H](CC(C)C)NC(=O)NCc1ccc(Cl)cc1	i	22	0	i	i	i	i	i	i	-14	i
65	Nc1c(C(=O)O)cnc2nc(N3CCOCC3)nn12	i	-5	-5	i	i	i	i	i	i	-1	i
66	COCC(=O)Nc1nc2n(n1)C(c1ccc(Cl)cc1)CC(c1ccc(OC)cc1)N2 (centres undefined)	i	2	6	i	i	i	i	i	i	-15	i
67	CC(C)c1cc(C(=O)OCC(=O)N2CCN(C(=O)c3ccco3)CC2)c(O)c(C(C)C)c1	i	1	-1	i	i	i	i	i	i	-15	i

# Reformatted with one line to a screen: entries from further up
55. C=C(C)CCC(C)N1CCC(n2nccc2NC(=O)CCOc2ccccc2)CC1 (centres undefined)
52. O=C(c1cccnc1Nc1ccc2c(c1)CCC2)N1CCOCC1
Compound	55	52
TRPC4 potent	i	i
Platelet DG rel	1	1
DYRK1A inh	1	1
PolyA inhibitor	i	i
KCNK9 block	i	i
TRPC4 agonist	i	i
KCNQ1 inh	i	i
KCNQ1 pot	i	i
TRPC4 inh	i	i
hERG rescue	-7	-8
KCNK3 inh	i	i
